MCF10A rereplic = inducers of DNA re-replication in MCF 10A breast cells. 350,000 compounds, 2.9% hits. AID 624296. MCF 10A DNA re-replication, Hoechst nuclear intensity, 48 h. Potency, µM (doses to about 46.1 µM), inactives show at the top dose activity, positive = re-replication, usual class: activators; also: potency is read from the fitted curve at half-maximal effect; % of control where 0% means no effect; nearly all actives have a fitted effect of over 50% in size
TGFb inhibitor = blocks TGF-b signaling; Potency, µM (titrated, usually from 46.1 µM), for the others: top-dose activity, negative = inhibition, most hits filed as inhibitors; HepG2 CAGA-GFP TGF-b/SMAD3 reporter, GFP fluorescence, 18 h; TGF-beta stimulated, 500 pg/mL final; 410,000 compounds, 1.2% hits; also: potency is read from the fitted curve at half-maximal effect; % is scaled to controls: 0 for no effect and ±100 for the full control effect; nearly all actives have a fitted effect of over 65% in size
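HEPG2 CAGA-GFP, 1000 cells/well; 2 h settle, 37 C; cpd via pin tool; TGF-b 500 pg/mL final; 18 h, 37 C; GFP imaging ex488/em500-530; %Activity normalised to -TGF-b and +DMSO controls; CRC fit, curve class.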
IL1B secr inh = inflammasome signaling inhibition, IL-1 beta readout; THP-1 LPS/ATP IL-1B secretion, AlphaLISA, 16 h; active compounds read low; activity change, % at 57.5 µM; 360,000 compounds, 4.7% hits; AID 743279; in the data active = activity change below about -50%; inconclusive = mostly about -30% to -49%; also: % is scaled to controls: 0 for no effect and ±100 for the full control effect
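THP-1 cells pretreated 1 hr with compounds (up to 57.5 uM final), then stimulated with LPS (250 ng/mL final) plus ATP (1.25 mM final); secreted IL-1B measured by AlphaLISA after 16 hr, decreased signal indicating inhibition.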
Nrf2 block = inhibitors of Nrf2 signaling; A549 ARE-Fluc reporter, luciferase luminescence, 18-24 h; Potency, µM (highest dose often 46 µM), without a hit: top-dose activity change, negative = inhibition, most hits filed as inhibitors; 360,000 compounds, 2.1% hits; also: potency is read from the fitted curve at half-maximal effect; % is scaled to controls: 0 for no effect and ±100 for the full control effect; nearly all actives have a fitted effect of over 60% in size
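Reporter: ARE-Fluc in A549. Exposure: 18-24 h, 37 °C, 5% CO2, 5% FBS OPTI-MEM. Readouts: fluorescent cytotoxicity (CellTiter-Fluor), then luminescent Nrf2 signal after BugLite.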
A549 viability = counter-screen for Nrf2 inhibitors: cytotoxicity in A549 cells | A549 ARE-Fluc cells, CellTiter-Fluor viability, 18-24 h | 390,000 compounds, 0.16% hits | Potency, µM (series often up to 46 µM), inactives show at the highest dose activity change, negative = cytotoxicity, hits mostly inhibitors | AID 504648; also: potency is read from the fitted curve at half-maximal effect; % is scaled to controls: 0 for no effect and ±100 for the full control effect
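Cytotoxicity counterscreen: CellTiter-Fluor fluorescence was measured in A549 ARE_Fluc cells after 18-24 h of compound exposure in a concentration series. The subsequent BugLite luminescent read reports ARE-luciferase activity.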
ATXN2 expr inh = ATXN2 expression inhibition. HEK-293 ATXN2-luciferase reporter, luminescence, 24 h. Potency, µM (doses to about 57 µM), for inactives: top-dose activity change, negative = inhibition, actives largely listed as inhibitors. 360,000 compounds, 0.72% hits; also: potency is read from the fitted curve at half-maximal effect; % is scaled to controls: 0 for no effect and ±100 for the full control effect; nearly all actives have a fitted effect of over 55% in size
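qHTS (up to 57 uM final) was run with 24 h compound exposure of reporter cells at 37 °C. Each well was multiplexed: SteadyGlo luminescence measured ATXN2-luciferase expression after a fluorogenic Gly-Phe-AFC viability readout (25 uM final).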
Nrf2 ARE act = activates Nrf2 signaling; AREc32 ARE-luciferase reporter (MCF7-derived line), luminescence, 24 h; Potency, µM (doses to about 46.1 µM), for inactives: at the highest dose activation, actives largely listed as activators; 410,000 compounds, 0.31% hits; AID 624171; also: potency is read from the fitted curve at half-maximal effect; % of control where 0% means no effect; nearly all actives have a fitted effect of over 65% in size
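Reporter line AREc32 (ARE-Fluc), seeded overnight in OPTI-MEM with 5% FBS; compound pin-transferred, 24 hr at 37 deg C, 5% CO2; luminescent read-out.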
HepG2 viability = kills HepG2 cells in TGF-b inhibitor counter-screen; HepG2 CAGA-GFP viability, ATP luminescence, 18 h; Potency, µM (doses to about 46.1 µM), without a hit: at the highest dose activity change, negative = cytotoxicity, hits mostly cytotoxic; 410,000 compounds, 0.76% hits; also: potency is read from the fitted curve at half-maximal effect; some results filed as inactive show a strong effect at the top dose
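CellTiter-Glo luminescence gave cytotoxicity after 18 hours at 37 degrees C. The cells were HepG2 CAGA-GFP in 1% FBS DMEM, stimulated with 500 pg/mL TGF-beta after compound addition. %Activity was normalised to no-cell wells (complete cell-killing) and DMSO (no toxicity), and curves were fitted and classified.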
S2 tox = cell viability loss in ATXN counter-screen; S2 cells (HEK-293 line with an ATXN2-luciferase reporter) viability, CellTiter-Fluor protease fluorescence, 24 h; Potency, µM (top dose mostly 56.7 µM), most hits filed as cytotoxic; 400,000 compounds, 0.49% hits; AID 651635; also: potency is read from the fitted curve at half-maximal effect; nearly all actives have a fitted effect of over 40% in size
Starred values were filed as active, the others as inactive; i = inactive; ? = inconclusive; . = not tested or not shown; [ ] = remark or other dose. Unless noted, calls follow the shape of the dose curve; as a rule, active = well fitted curve in the direction sought with a large enough effect; inconclusive = small, poorly fitted or top-dose-only effect, or another doubt; inactive = no such curve, though single readings can be large; an effect the other way counts as inactive or inconclusive.

SMILES	MCF10A rereplic	TGFb inhibitor	IL1B secr inh	Nrf2 block	A549 viability	ATXN2 expr inh	Nrf2 ARE act	HepG2 viability	S2 tox
Cc1cccc(NC(=O)c2cc(C)nc3ccccc23)c1	?	-2%	-7	1%	8%	-13%	-0.3%	-4%	i
C[C@H](NS(=O)(=O)c1ccc2c(c1)OCCCO2)C(=O)N1CCN(Cc2ccc(C#N)cc2)CC1	28%	-10%	0	-21%	15%	-25%	2.3%	-3%	i
Cc1cc(NC(=O)CCC(=O)N(c2cccnc2)C(C(=O)NC2CCCC2)c2ccccc2F)no1 (stereo not given)	-29%	-1%	-13	4%	-16%	-2%	0.4%	2%	i
O=C(NCc1cc(Cl)cc(Cl)c1)c1ccc2sc([C@@H]3O[C@H](CO)[C@H](O)[C@H](O)[C@H]3O)nc2c1	.	19%	-23	.	.	13%	0.5%[9.22 µM]	2%	i
COc1cccc(CNC(=O)CCCN2C(=O)C(c3ccccc3)Oc3cccnc32)c1OC (stereo not given)	9%	-5%	-3	-10%	6%	2%	0.5%	2%	i
COc1cc(C(C)=O)ccc1OCC(O)Cn1nc(C)c(Br)c1C (stereo not given)	12%	-1%	-11	-9%	1%	11%	-0.6%[9.22 µM]	-5%	i
O=C(CN1C(=O)NC2(CCCc3ccccc32)C1=O)Nc1cccc(S(=O)(=O)N2CCCCC2)c1 (stereo not given)	-39%[inhibitor]	?	-2	?	-3%	1%	6.1%	-2%	i
O=C(Nc1ccncc1)C1CCCN(S(=O)(=O)c2cccc3cccnc23)C1 (stereo not given)	9.2µM*	-16%	33	?	0%	?	-1.5%	-3%	?
O=C(OCC(=O)N1CCN(C(=O)c2ccco2)CC1)c1ccccc1OCc1ccccc1	4%	-9%	-16	8%	3%	-1%	0.6%	5%	i
Cc1ccc(OCC(=O)Nc2ccon2)c([N+](=O)[O-])c1	-6%	0%	-20	16%	-13%	11%	-0.1%	-34%	i
Cc1cc(C)n(-c2nnc(C)n2/N=C/c2ccccc2OCc2ccccc2Cl)n1	18%	?	-6	-24%	-5%	-4%	3.7%	1%	i
CCN(C(=O)COC(=O)c1ccc(Cl)c(S(=O)(=O)N2CCCCC2)c1)C1CCS(=O)(=O)C1 (stereo not given)	11%	-7%	18	-18%	0%	-6%	-0.6%	-1%	i
CN(NC(=O)Nc1ccc(Cl)cc1)c1c(Cl)c(Cl)nn1C	?	-20%	0	-15%	2%	3%	-0.2%	-33%	i
Cc1cc(C)c(C(N)=O)c(Cl)n1	-7%	1%	6	-2%	1%	-3%	-0.3%	-3%	?
C=CCSc1nc2c(c(=N)n1CC=C)C1CCCC1S2 (stereo not given)	?	-13%	22	-19%	.	4%	-0.9%	-25%	i
O=C(O)CN1C(=O)C2C3C=CC(C2C1=O)C1C(=O)N(CC(=O)O)C(=O)C31 (stereo not given)	-6%	-1%	-16	-2%	2%	-2%	0.4%	-3%	i
COc1ccc(Cl)cc1C(=O)NNC(=O)c1ccc(F)c(S(=O)(=O)N2CCOCC2)c1	-3%	-2%	8	-20%	-2%	-5%	6.6%	-12%	i
Cc1ccc(S(=O)(=O)c2nnn3c2nc(Nc2ccc(C(C)C)cc2)c2sccc23)cc1C	.	-16%	.	21µM*	0%	.	-1.5%	2%	.
Cc1ccc(NC(=O)COc2ccccc2)cc1S(=O)(=O)N1CCCCCC1	17%	?	-20	-28%	-5%	-20%	-0.6%	-32%	i
CCCCN1Cc2c(nc3cc(-c4ccccc4)[nH]n3c2=O)C1=O	0%	2%	13	-1%	2%	11%	0.3%	5%	i
O=C(N/N=C/c1c[nH]c2ccccc12)c1ccc2c(c1)OCCO2	16µM*	4%	.	?	-3%	9%	3.4%	-17%	i
O=C(CSc1ccccn1)NC1CCCc2c1cnn2-c1ccccc1F (stereo not given)	.	-8%	24	.	.	.	2.0%	-18%	i
O=C(O)CCCCN1C(=O)/C(=C\c2ccc(OCc3ccccc3)c(OCc3ccccc3)c2)SC1=S	7%	1%	-93*	?	?	-38%	5.4%	-5%	?
CCCc1cc(NCCCCO)n2c(nc3ccccc32)c1C#N	17%	1%	11	-20%	2%	-9%	-0.3%	1%	i
COc1ccc(OCc2cc(C(=O)NCc3cccc(C)n3)no2)c(Cl)c1	12%	-10%	-13	13%	-2%	34%[activator]	0.7%	-33%	?
COc1ccc(C(=O)Nc2ccccc2NC(=O)c2ccco2)c(OC)c1	-1%	3%	2	7%	11%	.	-0.4%	-23%	i
O=C(c1cccc(Cl)c1)N1CCC2CC1c1cc(N3CCOCC3)ccc12 (stereo not given)	-32%	-7%	12	-18%	-5%	-1%	-0.2%	-21%	i
O=C1c2c(Cl)c(Cl)c(Cl)c(Cl)c2C(=O)N1c1nccs1	9%	-2%	28	13%	-5%	1%	-0.5%	10%	i
Cc1ccc(COC(=O)NCc2cccnc2)cc1	1%	-6%	41	1%	-3%	-13%	0.2%	0%	i
COc1ccc(CCNS(=O)(=O)c2cn(C)cn2)cc1OC	-2%	11%	-16	18%	14%	.	1.3%	30%	i
COc1cc2nc(CC(C)C)n(NC(=O)c3ccccc3)c(=O)c2cc1OC	1%	-5%	0	-16%	-5%	0%	0.3%	0%	i
Cc1ccc(NC(=O)CSc2ccccc2NC(=O)c2cccc(Cl)c2)cc1Cl	3%	-19%	0	-12%	1%	2%	-0.3%[9.22 µM]	-5%	i
CCOc1ccc2c(c1)OC(c1ccc(C)cc1)(C(F)(F)F)NC2=O (stereo not given)	1.5µM*	0%	-16	?	-28%	22%	8.3%	5%	?
COc1ccc(OCC(=O)NCCNC(=O)c2cccnc2)cc1	-4%	18%	24	-14%	2%	15%	-1.2%	2%	i
O=C1CC(C2CCCO2)C(=O)N1Cc1ccccc1 (stereo not given)	6%	22%	18	.	1%	-5%	-0.4%	-5%	i
NC(=O)[C@H](Cc1cc2ccccc2s1)NC(=O)[C@@H]1CC2(CC(c3cccc(NC(=O)[C@@H]4CCC(=O)N4)c3)=NO2)CN1C(=O)c1ccccc1 (stereo not given in full)	1%	-1%	-7	21%	-4%	2%	0.3%	5%	i
COc1cccc(C(c2sc3nc(C)nn3c2O)N2CCN(C(=O)c3ccco3)CC2)c1 (stereo not given)	0%	-15%	6	7%	9%	6%	-0.4%	1%	i
CCOC(=O)c1c(S(=O)(=O)NCCCc2ccco2)c(C)n(C)c1C	-1%	-1%	-1	12%	-5%	-8%	1.9%	4%	i
Cc1ccc(S(=O)(=O)CCC(=O)Oc2ccc(-c3nnco3)cc2)cc1	-18%	-9%	16	3%	-1%	4%	0.6%	0%	?
CC(/C=N/NC(=O)c1sc(N)nc1C)=C\c1ccccc1	16%	5%	-23	-3%	1%	11%	2.7%	-9%	i
CCOC(=O)COc1c(OC)cc(Cl)cc1C1NC(=O)NC(C)=C1C(C)=O (stereo not given)	-12%	13%	-6	.	1%	3%	-0.6%	-16%	i
Cn1c(=O)c2c(nc(NC3CCCCC3)n2Cc2ccccc2)n(C)c1=O	20%	?	1	-3%	-3%	9%	-0.1%	-52%	i
Cc1nc(C(N)=O)c(N)n1CCc1ccccc1	-7%	8%	-6	1%	4%	-3%	1.9%	-1%	i
CCc1ccc(NC(=O)c2ccc(NS(=O)(=O)c3c(C)noc3C)cc2)cc1	.	-8%	.	2%	8%	-7%	-0.5%	-24%	i
CCC(c1nnnn1CCC(C)C)N1CCC(C(N)=O)CC1 (stereo not given)	-5%	-5%	47	8%	-1%	9%	0.1%	-18%	i
COc1cc(C2CC(=O)Oc3cc(C)c(Br)c(C)c32)cc(OC)c1OC (stereo not given)	?	?	60	-2%	0%	-3%	1.2%	-37%	i
O=C(OCn1nnc2ccccc2c1=O)c1ccc(S(=O)(=O)N2CCOCC2)cc1	16%	-2%	36	6%	-9%	-3%	-0.6%	4%	i
Cc1cc(C)c(S(=O)(=O)NCC2CCC(C(=O)NCCCN3CCC(C)CC3)CC2)c(C)c1 (stereo not given)	1%	-6%	-21	4%	3%	-8%	1.9%	-31%	i
Cc1cc(C)cc(NC(=O)CN2C(=O)NC(Cc3c[nH]c4ccccc34)C2=O)c1 (stereo not given)	-2%	-17%	-19	-10%	0%	-8%	-0.5%	-24%	i
CC1CN(C(=O)Cn2cc(SCC(=O)N3CCOCC3)c3ccccc32)CC(C)O1 (stereo not given)	-1%	15%	0	0%	1%	13%	-0.1%	8%	i
O=C(NCc1ccccc1Cl)C1CCCN1C(=O)NCc1ccccc1 (stereo not given)	5%	12%	7	0%	-1%	.	-0.5%	-3%	i

Molecules above that contain fluorine, in the order listed:
SMILES	MCF10A rereplic	TGFb inhibitor	IL1B secr inh	Nrf2 block	A549 viability	ATXN2 expr inh	Nrf2 ARE act	HepG2 viability	S2 tox
Cc1cc(NC(=O)CCC(=O)N(c2cccnc2)C(C(=O)NC2CCCC2)c2ccccc2F)no1 (stereo not given)	-29%	-1%	-13	4%	-16%	-2%	0.4%	2%	i
COc1ccc(Cl)cc1C(=O)NNC(=O)c1ccc(F)c(S(=O)(=O)N2CCOCC2)c1	-3%	-2%	8	-20%	-2%	-5%	6.6%	-12%	i
O=C(CSc1ccccn1)NC1CCCc2c1cnn2-c1ccccc1F (stereo not given)	.	-8%	24	.	.	.	2.0%	-18%	i
CCOc1ccc2c(c1)OC(c1ccc(C)cc1)(C(F)(F)F)NC2=O (stereo not given)	1.5µM*	0%	-16	?	-28%	22%	8.3%	5%	?

Marked active in IL1B secr inh, among the entries above:
Compound	IL1B secr inh
O=C(O)CCCCN1C(=O)/C(=C\c2ccc(OCc3ccccc3)c(OCc3ccccc3)c2)SC1=S	-93*

Screening results from PubChem BioAssay.
